Bioassay records from PubChem.
AmpC det inh – inhibitors of E. coli AmpC beta-lactamase with detergent | P00811 | purified AmpC, nitrocefin hydrolysis with detergent | Potency, µM (titrated, usually from 28.7 µM), for the others: at the top dose activity change, negative = inhibition | 0.09% of 71,000 active | AID 584; active means well fitted curve in the direction sought with a large enough effect
Target sequence (P00811 whole entry, looked up): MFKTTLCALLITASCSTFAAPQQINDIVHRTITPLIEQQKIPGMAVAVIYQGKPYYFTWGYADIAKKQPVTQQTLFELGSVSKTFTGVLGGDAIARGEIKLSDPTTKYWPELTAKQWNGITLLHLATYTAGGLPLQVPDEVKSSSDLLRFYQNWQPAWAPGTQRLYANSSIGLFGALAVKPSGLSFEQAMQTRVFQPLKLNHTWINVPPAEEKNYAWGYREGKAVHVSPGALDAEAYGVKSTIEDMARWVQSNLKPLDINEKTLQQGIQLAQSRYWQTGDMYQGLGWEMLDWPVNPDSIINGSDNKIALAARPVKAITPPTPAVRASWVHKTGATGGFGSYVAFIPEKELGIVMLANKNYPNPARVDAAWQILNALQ
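E. coli AmpC (5.3 nM) in 20 mM phosphate pH 7.0 with 0.01% Triton X-100, preincubated 15 min RT with compound; nitrocefin (2 uL of 800 uM stock) hydrolysis followed by 480 nm absorbance every 20 s over 4 min.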
Numbers without * were called inactive; [ ] = dose if it differs, or a comment. On the % scale 0 is the no-effect control and ±100 the full control effect; potency means the concentration at half of the fitted maximal effect. An excerpt (hit frequency here may not be typical).

SMILES	AmpC det inh
COC(=O)CCC(=O)N1CCc2cc(S(=O)(=O)N3CCc4ccccc43)ccc21	3%
c1ccc(Nc2nc(-c3ccncc3)cs2)nc1	-2%
COc1cc(OC)cc(C(=O)Nc2cccc(NC(C)=O)c2)c1	7%
CCOC(=O)c1cccc(NC(=O)C2CCCN(S(=O)(=O)c3cnc[nH]3)C2)c1 (configuration not stated)	9%
COc1ccc(NC(=O)C2CCCN2S(=O)(=O)c2ccc3c(c2)CCC(=O)N3)cc1 (configuration not stated)	7%
COc1ccccc1CNC(=O)CC(NS(=O)(=O)c1ccc(C)cc1)c1ccco1 (configuration not stated)	-5%
CC(C)(C)NC(=O)NC(=O)COc1ccccn1	-1%
CC(=O)NC(=O)NC1CSCC1OC(C)=O (configuration not stated)	0%
COc1ccccc1NC1SC(=O)N(c2ccccc2)C1=O (configuration not stated)	-1%
CC(=O)N1CCN=C1SCc1ccc(F)cc1	6%
COc1ccc(N(CC(=O)NCc2cccs2)S(=O)(=O)c2c(C)n[nH]c2C)cc1	-2%
CC(C)C[C@@H](NC(=O)OCC1c2ccccc2-c2ccccc21)C(=O)O	-3%
C[C@H](C(=O)O)c1cccc(Oc2ccccc2)c1	-3%[12.8 µM]
CCOC(=O)N1CCN(C(=O)COc2ccc(S(=O)(=O)NC3CCCCC3)cc2C)CC1	-3%
N#Cc1ccc(CN2CCCC3(CCN(C(=O)c4cnccn4)CC3)C2)cc1	-1%
Cc1cc(C)nc(SCc2nnc(SCC(=O)Nc3ccc(C)c(C)c3)o2)n1	-8%
COc1ccc2[nH]cc(CCNc3ccnc(-c4cccc(C#N)c4)n3)c2c1	9%
COC(=O)c1sc2nc(CN3CCOCC3)nc(N3CCOCC3)c2c1C	-2%
Cc1ccc(NS(=O)(=O)c2cc(C(=O)O)ccc2Cl)cc1	0%
CC(=O)C1(O)C(C)CC2C3CCC4CC(O)CCC4(C)C3=CCC21C (configuration not stated)	9%
O=C(Cn1cc2c(n1)CCCC2)NCCCN1CCCC1	6%
Cc1c(Br)c(C(F)(F)F)nn1CC(=O)N1CCCC1	9%
O=C(O)C1C2C=CC(C2)C1C(=O)NC1CCN(Cc2ccccc2)CC1 (configuration not stated)	14%
COC(=O)c1cc(-c2c(C)oc3cc(OC)ccc3c2=O)c(C)o1	-6%
CCCc1cc(=O)[nH]c(SCC(=O)OCc2ccccc2)n1	2%
CC(CN1CCCC(C(N)=O)C1)c1ccccc1 (configuration not stated)	-5%
COc1ccc(CN2CCN(C(=O)c3cccs3)CC2)cc1Br	7%
CSc1cccc(NC(=O)CN(C)S(=O)(=O)c2ccc(F)cc2)c1	-9%
c1ccc(/N=C2\N=C(Nc3ccccn3)c3ccccc32)nc1	-3%
O=C(O)c1cccc(CSc2nnc(Cc3ccccc3)o2)c1	-4%
CC1Cc2nc(SCC(=O)Nc3ccc4c(c3)OCO4)n(Cc3ccccc3)c(=O)c2S1 (configuration not stated)	-2%
COC(=O)c1cc(-c2ccc(OC)c(OC)c2)on1	0%
CCOC(=O)C1CCN(Cc2ccc(OC)c(C)c2OC)CC1	-1%
CCn1c(=O)cc(OCC(=O)NCc2ccc(C)o2)c2ccccc21	-7%
Cn1c(=O)c2[nH]c(CCNC(=O)c3ccccc3)nc2n(C)c1=O	-4%[5.75 µM]
C1CCN=C(Nc2nn[nH]n2)CC1	-4%

Reprinted from above, 19 compounds:
SMILES	AmpC det inh
COC(=O)c1sc2nc(CN3CCOCC3)nc(N3CCOCC3)c2c1C	-2%
Cc1ccc(NS(=O)(=O)c2cc(C(=O)O)ccc2Cl)cc1	0%
CC(=O)C1(O)C(C)CC2C3CCC4CC(O)CCC4(C)C3=CCC21C (configuration not stated)	9%
O=C(Cn1cc2c(n1)CCCC2)NCCCN1CCCC1	6%
Cc1c(Br)c(C(F)(F)F)nn1CC(=O)N1CCCC1	9%
O=C(O)C1C2C=CC(C2)C1C(=O)NC1CCN(Cc2ccccc2)CC1 (configuration not stated)	14%
COC(=O)c1cc(-c2c(C)oc3cc(OC)ccc3c2=O)c(C)o1	-6%
CCCc1cc(=O)[nH]c(SCC(=O)OCc2ccccc2)n1	2%
CC(CN1CCCC(C(N)=O)C1)c1ccccc1 (configuration not stated)	-5%
COc1ccc(CN2CCN(C(=O)c3cccs3)CC2)cc1Br	7%
CSc1cccc(NC(=O)CN(C)S(=O)(=O)c2ccc(F)cc2)c1	-9%
c1ccc(/N=C2\N=C(Nc3ccccn3)c3ccccc32)nc1	-3%
O=C(O)c1cccc(CSc2nnc(Cc3ccccc3)o2)c1	-4%
CC1Cc2nc(SCC(=O)Nc3ccc4c(c3)OCO4)n(Cc3ccccc3)c(=O)c2S1 (configuration not stated)	-2%
COC(=O)c1cc(-c2ccc(OC)c(OC)c2)on1	0%
CCOC(=O)C1CCN(Cc2ccc(OC)c(C)c2OC)CC1	-1%
CCn1c(=O)cc(OCC(=O)NCc2ccc(C)o2)c2ccccc21	-7%
Cn1c(=O)c2[nH]c(CCNC(=O)c3ccccc3)nc2n(C)c1=O	-4%[5.75 µM]
C1CCN=C(Nc2nn[nH]n2)CC1	-4%

Next results:
SMILES	AmpC det inh
COc1ccc(NC(=O)CCCCC#Cc2ccccc2)cc1	-1%
COC(=O)[C@@]1(Cc2ccc(OC)cc2)[C@H]2c3cc(C(=O)N(C)C)n(C)c3C[C@H]2CN1C(=O)c1ccccc1	0%
COc1ccccc1NC(=O)CN1CCN(CC(=O)Nc2ccc(Cl)c(C(F)(F)F)c2)CC1	-4%
O=C(Cn1cnc2ccccc2c1=O)Nc1ccc(-c2nnc3n2CCCCC3)cc1	-1%
CCOc1ccc(S(=O)(=O)N(C)c2ccc(OCC(=O)Nc3ccc4[nH]c(=O)[nH]c4c3)cc2)cc1	-3%
CCN(CCNC(=O)Nc1ccc(Cl)cc1)c1ccccc1	-3%
CCCCCP(=O)(O)c1ccccc1	1%
O=C(O)CCCNC(=O)OCc1ccccc1	17%
Cc1nn2c(-c3ccncc3)nnc2c2ccccc12	-2%
COc1ccc2c(c1)N1CCN=C1N2C	5%
COc1ccc(N2C(=O)CCC(C(=O)NCc3ccccn3)C2c2ccc(OC)c(OC)c2)cc1 (configuration not stated)	-4%
CC(C)(C)OC(=O)N[C@@H](Cc1ccccc1)c1nnc(S(=O)(=O)Cc2ccccc2)o1	13µM*
Cc1ccc(-c2noc(-c3ccccc3C(=O)NCC3CCCO3)n2)cc1 (configuration not stated)	0%
COc1ccc(C)cc1S(=O)(=O)Nc1ccccc1C	-6%
COc1ccc(Cl)cc1C(=O)CSc1nc(N)cc(N)n1	-1%
O=C(O)CSCC(=O)NCc1ccccc1	3%
CCOc1ccc(-n2cnnn2)cc1S(=O)(=O)N1CCCCC1	-4%
O=C1c2ccc(Oc3ccc4c(c3)C(=O)N(CCCCO)C4=O)cc2C(=O)N1CCCCO	-2%
c1cc(-c2nc3cc(Cc4ccc5oc(-c6ccncc6)nc5c4)ccc3o2)ccn1	1%
Cc1cc(C)cc(NC(=O)CSc2nnc(Cc3cccn3C)n2-c2ccc(F)cc2)c1	13%
O=C(CSc1nncc2ccccc12)N1CCOCC1	2%
COc1ccc(-c2[nH]nc3c2C(c2ccccc2OC(=O)N2CCOCC2)C(C#N)=C(N)O3)cc1 (configuration not stated)	-2%
CCOc1ccc(N(CC(=O)Nc2ccc(C)cc2)S(=O)(=O)c2c(C)noc2C)cc1	7%
Cc1nc(N2CCN(C(=O)c3ccco3)CC2)c2oc3ccccc3c2n1	-4%
CN1CCN(C(=O)C2CC(c3c(F)cccc3Cl)=NO2)CC1 (configuration not stated)	-2%
COC(=O)c1ccc(C(=O)OC)c(NC(=O)Nc2ccc3c(c2)OCO3)c1	-4%
O=C(c1csnn1)N1CCC[C@@]2(CCN(Cc3cc(C(F)(F)F)cc(C(F)(F)F)c3)C2)C1	-5%
CS(=O)(=O)N1CCC[C@@]2(CCN(C(=O)Nc3ccccc3)C2)C1	2%
CC1CCC(n2c(=S)[nH]c3ccccc3c2=O)CC1 (configuration not stated)	5%
CCC(=O)NC1(C(F)(F)F)C(=O)NC(C)=C1C#N (configuration not stated)	-2%
Cc1ccc(NC(=O)CS(=O)CC(=O)N(C2CCCC2)C(C)C(=O)NC2CCCCC2)cc1 (configuration not stated)	-4%
CSc1cc(C)nc(NC(C)=O)n1	13%
CS(=O)(=O)N1CCC(C(=O)Nc2ccc(Oc3ccccc3)cc2)CC1	1%
O=C(CCCOc1ccc(Cl)cc1)Nc1nncs1	12%
CCOC(=O)C1=C(C)N=c2s/c(=C3\C(=O)Nc4ccccc43)c(=O)n2C1c1ccc2c(c1)OCO2 (configuration not stated)	-1%
COc1cc2c(cc1OC)C1=C(C#N)CN(C3CCCCC3)CN1CC2	9%
COc1ccc(CC(=O)Nc2cc(C)on2)cc1	-2%
COc1cc(NC2c3ccccc3C(=O)N2c2ccc(C)cn2)cc(OC)c1OC (configuration not stated)	13%
Cn1c(CCC(=O)Nc2ccc(N3CCOCC3)cc2)nc(=O)c2ccccc21	-1%
N#CCCn1c(=O)cnc2cnc(Oc3cccc(Cl)c3)nc21	0%
CC1(C)OCC(CSC2=C(SCC3COC(C)(C)O3)C(=O)c3ncccc3C2=O)O1 (configuration not stated)	14%
CCOC(=O)N1CCC(NC(=O)c2cc(C)c3c(C)nn(-c4ccccc4)c3n2)CC1	-3%
Cn1cc(S(=O)(=O)Nc2ccc(F)cc2F)c(=O)n(C)c1=O	9%
CCOC(=O)c1c(NS(=O)(=O)c2cccc(OC)c2)sc2c1CCC2	-4%
O=C(NC12CC3CC(CC(C3)C1)C2)C1=COCCO1	-6%
CC(C)NCC(O)COc1c(F)cc(Br)cc1F (configuration not stated)	-1%
Cc1ccc2c(c1)NC(=O)C(CC(=O)O)O2 (configuration not stated)	10%
Nc1nc(-c2ccc(Cl)cc2)nn1C(=O)c1cccnc1	-4%
O=C1C2C3CCCC3=C3CCCC3C2C(=O)N1c1ccccc1 (configuration not stated)	-3%
COc1cccc(NC(=O)CN(c2cccc(C(F)(F)F)c2)S(C)(=O)=O)c1	-3%
O=C(c1cc(-c2ccncc2)nc2ccccc12)N1CCN(c2ccc(N3CCOCC3)nn2)CC1	-5%
CC1=C(C(=O)NC(C)c2ccc3c(c2)OCCO3)C2(CCC(C)CC2)OC1=O (configuration not stated)	2%
O=c1onc2n1-c1cc(Br)ccc1OC2	2%
Cn1c(=O)c2c(-c3ccccc3)n(-c3ccccc3O)cc2n(C)c1=O	7%
CCn1cnc2sc(C(=O)N(Cc3ccc(N(C)C)cc3)Cc3ccco3)c(C)c2c1=O	-2%
Cc1cc(NCCN2CCCCC2)n2c(nc3ccccc32)c1C#N	-6%
CC(=O)N1CCC2(CC1)CC(=O)c1cc(OCC(=O)NCc3ccc(C)cc3)ccc1O2	0%
O=C(c1ccco1)N1CCN(C(c2ccccc2Cl)c2nnnn2Cc2ccco2)CC1 (configuration not stated)	1%
N#Cc1cc(-c2ccccc2)oc1NC(=O)c1ccco1	-1%
O=C(CCN1C(=O)C2C3C=CC(C3)C2C1=O)Nc1ccc2c(c1)OCO2 (configuration not stated)	-8%

(more compounds)
SMILES	AmpC det inh
CSCCC(NC(=O)c1ccc(=O)n(C)n1)c1nc2ccccc2[nH]1 (configuration not stated)	-3%
CCCCNC(=O)c1ccccc1C(=O)NCCCC	-2%
COc1ccc(OC)c(CCNC(=O)CN2C(=O)CC(C)(C)S(=O)(=O)c3ccccc32)c1	7%
COCCCn1cnc2oc3nc4ccccc4nc3c2c1=O	10%
Cc1cc2nc(C)n(CCCN)c2cc1C	-3%
COc1ccc(S(=O)(=O)N2CCC(C(=O)N3CCCC3)CC2)cc1Cl	-4%
CCOC(=O)c1oc2ccccc2c1CN1CCOCC1	-3%
O=C(CCS(=O)(=O)c1ccc(Cl)cc1)N1CCN(c2ccccc2F)CC1	-2%
CCN(Cc1ccccc1)S(=O)(=O)c1ccc(S(=O)(=O)N2CCN(C)CC2)cc1	8%
COc1ccc(CNC(=O)C2CCN(c3nccs3)CC2)cc1	-3%
O=C(O)CSc1nnc(-c2cccnc2)n1Cc1ccccc1	-3%
CC(CCc1ccccc1)NC(=O)c1ccc(Br)o1 (configuration not stated)	-6%
CCn1cc(S(=O)(=O)CC(=O)Nc2ccc(C)cc2)c2ccccc21	-2%
COc1ccccc1CC1(C)NC(=O)N(CC(=O)N2CCc3ccccc3C2)C1=O (configuration not stated)	2%
CCOC(=O)CCNCC1COc2ccccc2O1 (configuration not stated)	-5%
CCCn1c(=NC(=O)c2ccncc2)c(C#N)cc2c(=O)n3cccc(C)c3nc21	-1%
O=c1c2ccccc2nc2n1-c1ccccc1CCC2	-2%
COc1ccc(OC)c(NC(=O)C2CCCC2)c1	-2%
COc1cccc(Nc2ncc3ncc(=O)n(Cc4ccc(F)cc4)c3n2)c1	0%
COc1ccc2[nH]cc(CCNc3ccnc(-c4ccoc4)n3)c2c1	10%
COc1ccc(CC(=O)NCc2cn3ccsc3n2)cc1	0%
Cn1c(=O)c2c(nc(/C=C\c3cccc(Cl)c3)n2C)n(C)c1=O	0%
CC1=C(C)CC(C(=O)c2ccccc2)C(C(=O)O)C1 (configuration not stated)	0%
O=C(c1ccc(Br)o1)N1CCN(C/C=C/c2ccccc2)CC1	-5%
CC(C)(CC(=O)N1CCN(c2ccc(Cl)cc2)CC1)CC1=NS(=O)(=O)c2ccccc2N1	2%
CCCN1C(=O)SC(CC(=O)Nc2ccccc2)C1=O (configuration not stated)	13%
O=C(N1CCN(Cc2ccccc2)CC1)C12CC3CC(CC(C3)C1)C2	1%
C=CCn1c(/N=C/c2ccc(N(C)C)cc2)nc2ccccc21	4%
O=C(NCc1ccc(Cl)cc1)c1cc(-c2ccco2)on1	-3%
Cc1cc2ccccc2c(=O)n1CC(=O)NC1CCCCCC1	-1%
N#C[C@H](c1ccccc1)N1CCCN([C@@H](C#N)c2ccccc2)C1c1ccccc1O (some centres not stated)	-7%[5.75 µM]
COC(=O)c1sc2ccccc2c1NC(=O)c1cccs1	2%
O=C(COC(=O)CNC(=O)c1ccco1)NCCN1C(=O)CSC1=O	10%
